KCNH2 3.1 inh: blocks the human KCNH2 3.1 channel isoform. U2OS KCNH2 3.1, thallium flux FluxOr; stronger effect = lower value. activity change, % (tested at about 1.8 µM). actives 0.95% (n = 340,000);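 active = maximum activity change below -70%; inconclusive = maximum activity change from -70% to -50%; inactive = maximum activity change above -50%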;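 note: thallium influx rate constant from kinetic fluorescence after stimulation buffer; % is set by controls: 0 for no effect and ±100 for the full control effect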
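Measured as rate of thallium-driven FluxOr signal in transduced U2OS cells carrying the 3.1 channel, read kinetically for 2 min upon stimulation; values are rate constants scaled to DMSO control wells.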
NPC1 prom act: activators of NPC1 promoter. Huh7 NPC1 promoter luciferase reporter, 24 h. Potency, µM (top dose mostly 9.22 µM), for the others: at the top dose activation, usual class: activators. actives 2.4% (n = 320,000). AID 485313;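 note: potency is the fitted concentration of half-maximal effect; % of control where 0% means no effect; nearly all actives have a fitted effect of over 60% in size; reporter is driven by a mutant NPC1 promoter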
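Luminescence read-out of NPC1 promoter-driven luciferase in stably transfected Huh7 cells; compounds delivered in DMSO and left 24 h at 37C, 5% CO2, qHTS titration format.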
FLuc counter: inhibits or activates purified firefly luciferase, miR-21 counter-screen; P08659; purified FLuc, Km substrates, luminescence inhibition; Potency, µM (titrated, usually from 57.5 µM), inactives show at the highest dose activity change, negative = inhibition, hits mostly inhibitors; actives 6.9% (n = 360,000);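 note: potency is the fitted concentration of half-maximal effect; plate controls were vehicle for no effect and reference inhibitor for full effect; nearly all actives have a fitted effect of over 55% in size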
Target sequence (P08659 whole entry, looked up): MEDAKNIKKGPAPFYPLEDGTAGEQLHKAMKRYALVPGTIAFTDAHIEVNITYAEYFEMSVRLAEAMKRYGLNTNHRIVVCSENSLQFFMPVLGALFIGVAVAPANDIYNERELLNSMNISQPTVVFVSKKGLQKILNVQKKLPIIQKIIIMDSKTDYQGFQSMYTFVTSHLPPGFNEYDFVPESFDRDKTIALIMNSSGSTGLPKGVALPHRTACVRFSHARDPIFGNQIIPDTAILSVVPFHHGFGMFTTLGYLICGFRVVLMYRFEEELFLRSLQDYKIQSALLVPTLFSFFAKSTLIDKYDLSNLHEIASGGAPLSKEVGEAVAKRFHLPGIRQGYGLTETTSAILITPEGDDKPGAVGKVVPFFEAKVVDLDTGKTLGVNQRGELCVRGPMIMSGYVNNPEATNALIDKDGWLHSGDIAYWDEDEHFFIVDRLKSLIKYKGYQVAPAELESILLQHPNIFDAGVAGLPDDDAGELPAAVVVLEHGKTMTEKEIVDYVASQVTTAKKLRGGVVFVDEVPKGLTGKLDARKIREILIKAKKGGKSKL
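Purified P. pyralis luciferase, 10 nM final, with Km-level 10 uM D-luciferin and 10 uM ATP in 50 mM Tris acetate pH 7.5, 10 mM Mg acetate, 0.01% Tween-20, 0.05% BSA; 6-point qHTS titration about 60 µM downward; luminescence read.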
Rab9 promoter act: Rab9 promoter activation; Huh7 Rab9 promoter-luciferase reporter, luminescence, 24 h; Potency, µM (doses to about 9.22 µM), inactives show at the highest dose activation, negative = inhibition, most hits filed as activators; actives 2.8% (n = 320,000); AID 485297; note: potency is the fitted concentration of half-maximal effect; % of control where 0% means no effect; nearly all actives have a fitted effect of over 60% in size
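Measured in stably transfected Huh7 cells bearing a Rab9 promoter–luciferase construct: 24 h compound treatment at 37 °C, followed by luminescence detection.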
uPA generation: cell surface uPA generation inhibition | Potency, µM (doses to about 38.3 µM), for the others: at the highest dose activity change, negative = inhibition, usual class: inhibitors | actives 0.31% (n = 330,000) | cell surface uPA generation assay, qHTS; active = well fitted inhibition curve with a large enough effect; inconclusive = small, poorly fitted or top-dose-only effect; inactive = no such curve, though single readings can be large or run the other way; tested in mouse RAW 264.7 cells; note: potency is the fitted concentration of half-maximal effect; % is set by controls: 0 for no effect and ±100 for the full control effect; nearly all actives have a fitted effect of over 55% in size
ELG1 genotox: inducers of genotoxicity in HEK293T ELG1-luciferase cells | actives 1.3% (n = 330,000) | HEK293T ELG1-luciferase reporter, luminescence, 16 h | Potency, µM (titrated, usually from 46 µM), inactives show at the highest dose activity change, positive = activation, usual class: activators; note: potency is the fitted concentration of half-maximal effect; % of control where 0% means no effect; nearly all actives have a fitted effect of over 60% in size
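Reporter readout depends on ELG1 protein level, which increases with genetic stress. After 16 hr compound exposure at 37 °C, luciferase activity was quantified using ONE-Glo.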
VP16 counter: Gal4-VP16 reporter inhibition counter-screen; AID 2546; Drosophila S2 Gal4-VP16 UAS-luciferase, luminescence, 20 h; actives 3.5% (n = 310,000); Potency, µM (highest dose often 53.6 µM), for inactives: at the top dose activity, negative = inhibition, actives largely listed as inhibitors;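 note: Gal4-VP16 expression switched on by copper sulfate through the metallothionein promoter; potency is the fitted concentration of half-maximal effect; % is set by controls: 0 for no effect and ±100 for the full control effect; nearly all actives have a fitted effect of over 50% in size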
Tb PFK inh: T. brucei PFK enzyme inhibition. actives 0.17% (n = 330,000). Potency, µM (top dose mostly 57.5 µM), for the others: at the highest dose activity, negative = inhibition, most hits filed as inhibitors. AID 485367. T. brucei PFK, ADP-Glo luminescence;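 note: potency is the fitted concentration of half-maximal effect; 0% = uninhibited 1x PFK enzyme wells and -100% = no-enzyme wells; nearly all actives have a fitted effect of over 60% in size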
Target sequence (O15648 whole entry, looked up): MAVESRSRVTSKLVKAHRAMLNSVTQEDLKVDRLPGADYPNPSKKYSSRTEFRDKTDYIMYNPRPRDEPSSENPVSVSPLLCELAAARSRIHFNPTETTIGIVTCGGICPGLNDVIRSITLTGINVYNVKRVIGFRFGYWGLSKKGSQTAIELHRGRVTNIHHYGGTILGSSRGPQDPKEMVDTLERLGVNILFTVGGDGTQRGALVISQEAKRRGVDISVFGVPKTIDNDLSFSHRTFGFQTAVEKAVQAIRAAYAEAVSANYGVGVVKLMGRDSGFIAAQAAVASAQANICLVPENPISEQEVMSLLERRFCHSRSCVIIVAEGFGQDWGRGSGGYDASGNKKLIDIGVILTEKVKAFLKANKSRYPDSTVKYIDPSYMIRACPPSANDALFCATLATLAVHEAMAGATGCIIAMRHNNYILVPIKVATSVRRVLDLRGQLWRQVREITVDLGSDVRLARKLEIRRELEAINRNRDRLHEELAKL
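1.25 nM PFK with 0.5 mM F6P and 0.1 mM ATP in 0.1 M TEA pH 8.0, 5 mM MgCl2, incubated 45 min at room temperature; ADP measured by ADP-Glo luminescence; compounds titrated up to 57 uM.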
Giardia kill: kills Giardia lamblia. Giardia lamblia trophozoite viability. activity change, % at 7.66 µM, hits read low. actives 0.15% (n = 340,000); in the data active = activity change below about -80%; inconclusive = between about -30% and that limit;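 note: parasites exposed to compound for two days anaerobically before the ATP read; % is set by controls: 0 for no effect and ±100 for the full control effect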
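Anaerobic 48 hrs incubation at 37 deg C of 100 trophozoites/well with test compounds; ATPLite 1-Step luminescence, 15-30 min RT, reports cellular ATP as viability.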
FBPA coupling cs: inhibits coupling enzyme system, counter-screen for aldolase hits; coupling enzyme system counterscreen, AmpLite Red fluorescence; activity change, negative = inhibition, % at 58.2 µM, hits read low; actives 0.67% (n = 290,000); in the data active = activity change below about -30%; note: % is set by controls: 0 for no effect and ±100 for the full control effect
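First, compound is pin-transferred into glyceraldehyde-3-phosphate coupling-enzyme reagent at 57.5 uM final and held 10 min at RT. Next, substrate, coupling system and AmpLite Red are added. After 20 min RT, fluorescence (525/598 nm) is read.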
RORgamma inh: blocks mouse ROR gamma transcriptional activity; Potency, µM (doses to about 53.6 µM), without a hit: top-dose activity change, negative = inhibition, most hits filed as inhibitors; Drosophila S2 Gal4-RORgamma UAS-luciferase reporter, 20 h; P51450; AID 2551; actives 5.4% (n = 310,000); note: potency is the fitted concentration of half-maximal effect; % is set by controls: 0 for no effect and ±100 for the full control effect; nearly all actives have a fitted effect of over 60% in size
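Stable Schneider cell line, Gal4 DNA-binding domain fused to ROR gamma, UAS-luciferase. Cmpd 1 hr RT → CuSO4 700 uM final → 20 hr RT → luciferase reagent 10 min → luminescence.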
* marks the source's active call; other numbers are inactive results; ? = inconclusive; · = not tested or not shown; [ ] = dose if it differs, or a comment. Unless noted, calls come from the whole dose curve; as a rule, active = well fitted curve in the direction sought with a large enough effect; inconclusive = small, poorly fitted or top-dose-only effect, or another doubt; inactive = no such curve, though single readings can be large; an effect the other way counts as inactive or inconclusive.

compound	KCNH2 3.1 inh	NPC1 prom act	FLuc counter	Rab9 promoter act	uPA generation	ELG1 genotox	VP16 counter	Tb PFK inh	Giardia kill	FBPA coupling cs	RORgamma inh
O=S(=O)(c1ccc(-n2cnnn2)cc1)N(C1CCCCC1)C1CCCCC1	2.7	-1.7%	-1.3%	-6.3%	2.1%	-9.1%	-8.8%	-2.6%	5.2	-0.5	?
Cc1ccccc1NC(=O)CCCN1C(=O)C2CC=CCC2C1=O (stereo unspecified)	-7.9	0.3%	7.3%	14.6%	-1.5%	-0.2%	1.6%	-5.0%	-4.2	·	0.0%
O=C(Nc1cccc(S(=O)(=O)NC2=NCCC2)c1)c1ccc(F)cc1F	25.1	·	·	·	-0.5%	-1.0%	·	0.0%	7.2	·	·
CCN1CCN(c2ccc(S(=O)(=O)N3CCCCC3)cc2NC(=O)/C=C/c2ccc(OC(F)F)cc2)CC1	-79.7*	1.6%	2.9%	-5.4%	-8.7%	3.8%	·	0.4%	9.2	·	·
COC(=O)c1cc2nc(-c3ccc(OC)c(OC)c3)cc(C(F)(F)F)n2n1	3.3	-5.7%	15.2%	2.8%	-13.1%	2.9%	-6.3%	0.3%	10.2	3.2	25.1%
COC(=O)[C@@]1(C)[C@H]2C(=O)N(Cc3ccccc3)C(=O)[C@H]2[C@H]2CN=C(SCc3ccc(C)cc3)N21	-18.1	·	·	·	7.8%	1.2%	·	-3.5%	1.5	·	·
N/C(=N\C(=S)Nc1ccccc1)c1ccccc1	10.2	0.501µM*	10.7µM*	0.708µM*	-6.1%	?	?	12.3%	-14.4	-1.6	7.94µM*
O=C(CCl)Nc1ccccc1C(=O)c1ccccc1	9.0	1.4%	-5.6%	1.1%	?	-2.9%	?	2.6%	50.6[activator]	0.8	?
O=C1OC(Nc2cc(Br)cc3cccnc23)c2ccccc21 (stereo unspecified)	-7.4	0.4%	-1.3%	0.4%	-2.4%	-5.2%	11.2µM*	-0.2%	-9.3	-39.6*	?
CCN(C(=O)COC(=O)c1cc(OC)c(OC)cc1[N+](=O)[O-])C1CCS(=O)(=O)C1 (stereo unspecified)	-7.1	-0.1%	-0.7%	0.1%	6.9%	-1.7%	4.1%	-0.5%	2.5	-0.3	-1.1%
COCCN(CCOC)c1ncc(Cl)c(C(=O)c2c(C)cc3ccccn23)n1	3.3	-3.5%	3.5%	1.0%	1.3%	-10.5%	10.3%	2.5%	24.2	-1.4	-11.1%
Nc1nc(CN2CCc3ccccc3C2)nc(Nc2ccccc2)n1	-41.6	2.1%	0.3%	-0.2%	-5.6%	-5.9%	-6.7%	-0.8%	-2.2	-8.3	?
CCC(=O)n1nc(-c2ccco2)nc1SCc1ccccc1	7.3	15.2%	15.1µM*	9.1%	-2.3%	?	?	19.3%	9.6	0.2	35.2%
Cc1cc(C)c2oc(-c3ccc(Cl)c(NC(=O)c4ccc(C#N)cc4F)c3)nc2c1	-4.0	-3.9%	16.9µM*	-15.6%	5.2%	8.9%	-1.3%	-3.0%	-25.9	1.2	0.4%
Cn1c(C(=O)N2CCN(c3cccc(C(F)(F)F)c3)CC2)cc2sccc21	-5.2	-4.7%	-0.7%	0.3%	·	-7.6%	-16.0%	-1.8%	3.6	-2.9	?
COCCCn1c(=NC(=O)c2ccc3c(c2)OCO3)c(C#N)cc2c(=O)n3cccc(C)c3nc21	·	-3.0%	2.6%	10.6%	·	-1.6%	-0.3%	-5.5%	·	-0.8	-11.4%
COc1ccc(-c2nc(N3CCOCC3)nc3n[nH]c(N)c23)cc1	3.9	-5.1%	7.6%	-2.0%	-2.0%	-10.1%	-16.1%	-1.7%	6.8	-6.3	-13.8%
O=C(OCC(=O)N1CCCCC1)c1cc(NS(=O)(=O)c2ccc(Cl)c([N+](=O)[O-])c2)ccc1O	-13.2	-5.1%	?	-3.0%	-1.8%	6.9%	?	0.0%	10.5	7.5	-15.3%
COc1cccc(/C=N/n2c(SC)nnc2-c2ccccc2)c1O	0.7	-7.8%	-0.7%	0.9%	-13.5%	3.0%	-5.6%	-5.5%	11.9	13.8	?
COc1ccc(CNc2nc3ccccc3n2CCN2CCCCC2)c(OC)c1	-2.5	-0.7%	-10.2%	-9.7%	-6.0%	-5.1%	-22.3%	-4.0%	13.9	-0.7	12.6µM*
Cc1cnnc2c1-c1no[n+]([O-])c1CC2	-4.1	·	-0.2%	·	-13.0%	·	-19.2%	·	5.5	1.8	-34.7%
CCOc1ccc(CN(C(=O)c2cc3ccccc3oc2=O)C2CC2)cc1	17.4	-1.6%	-14.5%	0.5%	1.8%	-0.9%	5.9%	-1.9%	16.2	0.4	?
O=C(CN1CCN(c2ccccc2F)CC1)c1c[nH]c2ccccc12	-2.5	3.3%	-5.7%	-1.6%	3.0%	-0.8%	-0.6%	0.2%	-0.4	4.5	4.2%
COc1ccc(C(=O)N2CCCC(C(=O)O)C2)c2ccccc12 (stereo unspecified)	18.8	-2.3%	-0.8%	0.6%	3.3%	4.5%	1.2%	1.3%	9.8	2.2	-26.0%
CCCCn1c(N)c(N(CCOC)C(=O)CCNC(=O)c2ccc(Cl)cc2)c(=O)[nH]c1=O	-7.1	-1.9%	8.0%	-7.1%	1.2%	-0.9%	·	-1.0%	8.4	·	·
CCOC(=O)c1ccccc1NC(=O)COC(=O)CCCOc1ccccc1	5.2	0.4%	2.2%	1.5%	-9.5%	-1.6%	·	-3.9%	-10.5	·	·
O=C1c2ccccc2-c2n[nH]c(=O)c3ccc(N4CCCCC4)c1c23	0.8	-3.7%	-21.1%	-7.3%	-15.5%	-7.5%	-12.2%	-1.3%	4.7	-3.6	35.2%
CCN(CC)S(=O)(=O)c1ccc(N2CCCCC2)c(NC(=O)/C(C#N)=C/c2ccc(OC)cc2)c1	-6.6	-2.2%	2.1%	-1.7%	2.7%	-1.0%	2.1%	-0.3%	-11.6	-0.3	-15.8%
CNC(=S)N(Cc1ccccc1)Cc1cccnc1	-9.7	6.8%	0.7%	-0.5%	8.8%	1.2%	-7.5%	-3.2%	1.3	5.1	3.6%
Cc1nc(CS(=O)(=O)c2ccccn2)sc1C(=O)NNC(=O)c1ccccc1	18.1	-4.0%	-10.6%	0.9%	1.0%	-0.6%	-4.6%	-5.1%	-2.2	1.6	7.9%
C/C(CCC(C)C)=N\NS(=O)(=O)c1ccc(C)c([N+](=O)[O-])c1	2.6	-0.4%	6.7%	-3.3%	-18.5%	-0.3%	0.9%	18.9%	8.6	2.1	-22.4%
Fc1cccc(C2CC(c3cccc(Br)c3)Nc3nnnn32)c1 (stereo unspecified)	-5.2	-0.9%	1.8%	-0.2%	-2.6%	-13.4%	1.2%	5.4%	8.0	-0.1	16.0%
Cc1cccc(NC(=O)Cn2cnc3ccc(S(=O)(=O)N4CCC(C)CC4)cc3c2=O)n1	-2.0	1.2%	3.3%	-8.2%	2.3%	-5.2%	15.0%	0.9%	7.1	1.7	13.5%
O=C(CSc1nnc(CNC(=O)c2c(F)cccc2F)o1)Nc1ccc2c(c1)OCCO2	4.0	-2.5%	?	4.0%	-13.9%	3.0%	3.2%	2.2%	-9.3	0.4	14.0%
CCc1ccccc1NC(=O)[C@@H]1CCC(=O)N1C1OC(=O)c2ccccc21 (stereo partly specified)	3.4	-4.6%	0.8%	-5.2%	-11.0%	-1.8%	-4.1%	0.0%	-4.9	0.0	5.5%
Cc1cc(NC(=O)Nc2ccc3c(ccn3C)c2)sn1	22.3	7.31µM*	·	6.51µM*	-15.9%	·	-5.6%	·	-8.8	0.8	?
O=C(Cn1cnc2ccccc2c1=O)N1CCc2ccccc2C1	-16.5	-3.2%	5.6%	-7.0%	3.0%	0.4%	5.4%	2.8%	-13.3	2.6	33.7%
Cc1ccccc1-n1nc(C)c2cc(C(=O)N3CCN(S(=O)(=O)c4ccc(F)cc4)CC3)sc21	1.7	-6.8%	6.6%	-1.9%	·	-10.3%	-10.4%	-0.3%	-14.4	-3.1	-11.6%
CCOc1ccccc1-n1c(SCC(=O)N2CCCC2)nnc1-c1ccc(O)cc1	-13.9	·	-5.1%	·	1.7%	·	-3.3%	·	3.2	-1.5	?
COCCNC(=O)C(c1ccc(C)cc1)N(C(=O)CCC(=O)Nc1ccccn1)c1ccc(F)cc1 (stereo unspecified)	1.8	-2.4%	-0.4%	-4.6%	1.6%	-7.9%	-7.6%	18.0%	-11.3	2.0	-0.7%
